Screens (PubChem)
RmlC RmlD mix = RmlC/RmlD inhibition, mixture screen; inhibition, % at 5.5 µM; hit rate 0.39% among 110,000; RmlC/RmlD coupled enzyme inhibition, 384-well mixture HTS; in the data active means inhibition above about 30%, passing the limit was not always enough; further: strong numbers were not always called active
HIV RNase H inh = blocks HIV-1 RNase H cleavage of RNA/DNA duplex; inhibition, % at 10 µM; RT-RNase H RNA/DNA duplex cleavage, fluorescence; AID 565; hit rate 1.9% among 65,000; P04585; in the data active means inhibition above about 50%
The depositor's hits bear a star; · = not tested or not shown; + = active, no number. A portion of the library; count on the stated rates, not on these rows.

SMILES	RmlC RmlD mix	HIV RNase H inh
CCOc1ccccc1OCC(=O)O	-6.8	0.4
O=[N+]([O-])c1ccc(N2CCCCCC2)c(S(=O)(=O)N2CCCCC2)c1	2.9	·
CCCCNC(=S)NCc1ccc2[nH]c(C)cc2c1	-5.5	·
CC(C)(C)c1nc2ccccc2c2nnc(SCC(=O)Nc3nc4ccccc4s3)n12	9.8	·
O=C(O)CCc1ccc(-c2ccc(Cl)cc2)o1	6.5	·
CCOC(=O)C1C(=O)NC(c2ccccc2)=NC1c1ccc(Cl)cc1 (stereo not given)	-4.2	·
Nc1cc(Cl)ccc1Oc1ccc(Cl)cc1	-10.0	·
O=c1[nH]c(SCc2cc(=O)n3ccccc3n2)nc2c1CCC2	·	-10.8
CCNC(=O)CN1c2cccc3cccc(c23)S1(=O)=O	4.7	·
COC(=O)C1=C(N)c2ccccc2C1(C#N)c1ccccc1 (stereo not given)	2.5	·
CC(C)N(C(=O)CSc1ncnc2sc(-c3ccccc3)cc12)C(C)C	-5.4	·
CCn1c(SCC(=O)Nc2cc(C)on2)nc2sc3c(c2c1=O)CCCC3	·	38.7
CCN(CC)C(=O)N1CCC(NC(=O)c2ccc(C(C)(C)C)cc2)CC1	16.6	-3.9
CC(NC(=O)c1ccc(Cl)cc1)C(=O)NC1=NCCS1 (stereo not given)	-14.3	-7.6
Cn1cc(Br)c(C(=O)NC2CCCCC2)n1	6.4	-1.2
CCOC(=O)c1c(C)oc2c1c(C(c1ccncc1)N1CCOCC1)c(O)c1ccccc12 (stereo not given)	8.8	68.2*
NC(=O)c1ncc(C(F)(F)F)cc1Oc1cccc(C(F)(F)F)c1	-8.4	·
CSc1nsc(SC)c1C(=O)NCCNS(=O)(=O)c1ccc(C)cc1	-0.1	17.3
COCCCn1c(SCC(=O)Nc2cccc(C)n2)nnc1-c1ccco1	-1.7	-3.7
CCN(CC)S(=O)(=O)c1ccc2[nH]cc(C(=O)NCCc3ccccc3)c(=O)c2c1	·	-8.0
COC(=O)C1=NN(C(=O)c2ccc(C)cc2)C(O)(c2ccc(Cl)cc2)C1 (stereo not given)	8.3	·
Cn1c2c(c(=O)n(C)c1=O)CN(Cc1ccc3c(c1)OCO3)CN2	-0.3	-9.5
COC(=O)[C@@]1(Cc2ccc(OC)cc2)[C@@H]2C(=CC(=O)[C@H]2CC(=O)C(=O)N2CCCC2)CN1C(=O)c1ccccc1	-12.3	·
CCc1sc(C(=O)NCc2cc(C)n(C)n2)cc1Br	6.2	-3.8
O=C(O)c1cccnc1	1.6	·
CCOC(=O)CC(=O)CSc1nc2ccc(C)cc2cc1C#N	+	-3.0
O=C1CCC2CCCCC2(O)O1 (stereo not given)	3.6	-4.2
Clc1ccc(-n2nnc(-c3cccnc3Cl)n2)cn1	9.6	·
CCCCOC(=O)CSc1nnc(-c2ccc(Cl)cc2Cl)o1	-19.0	-14.2
CCOC(=O)NC(Nc1sc2c(c1C(N)=O)CCCC2)(C(=O)OCC)C(F)(F)F (stereo not given)	-2.2	30.6
O=C(NCc1ccc(F)cc1)C1CC(=O)N(CCc2ccccc2)C1 (stereo not given)	-4.7	-7.7
COc1ccccc1OCC(O)Cn1nc(C)cc1C (stereo not given)	-0.2	-20.5
CCOc1cc2[nH]c(=O)n(CCCCC(=O)N3CCCCCC3)c(=O)c2cc1OCC	12.5	1.6
CCOC(=O)CN1CC23C=CC(O2)C(C(=O)NCc2ccc(F)cc2)C3C1=O (stereo not given)	-8.5	-13.6
COc1cc(/C=C(/C#N)C(=O)NCCc2c[nH]c3ccccc23)ccc1OCc1ccccc1F	0.7	·
CCCCC(=O)Nc1cc(N(C)C)nc2ccccc12	-1.5	-3.1
COc1ccc(C2NC(=O)c3ccccc3O2)cc1OC (stereo not given)	-48.4	·
CC(C)Oc1ccc(Cn2c(=O)sc3ccccc32)cc1	-8.7	·
CCCCn1c(SCC(=O)Nc2ccccc2C(F)(F)F)nc2ccsc2c1=O	-5.8	·
COC(=O)c1sc(NC(=O)c2cc3c(s2)CCCC3)nc1C	-19.2	-12.5
Cc1ccc(S(=O)(=O)N2CCC(=O)N(C(COCc3ccccc3)Cc3ccccc3)CC2)cc1 (stereo not given)	-5.0	·
N#CCCn1ncn(-c2ccccc2)c1=S	-0.6	-2.9
COc1ccc(-c2cc(C(F)(F)F)nc(SCCC(=O)Nc3cc(C)on3)n2)cc1	3.4	1.5
O=C1CCC(=O)N1CN(C(=O)c1ccco1)c1ccc(Cl)c(Cl)c1	-10.8	-0.5
CCCN(C(=O)Cc1nc(N)n[nH]1)C1(C(=O)Nc2c(C)cccc2C)CCCCC1	8.1	-32.1
CCOC(=O)c1c(C)[nH]c(C(=O)COC(=O)C2(C)CC2(Cl)Cl)c1C (stereo not given)	-11.7	·
CC1(C)Cc2nc3sc4c(SCC(=O)NCc5ccco5)ncnc4c3cc2CO1	-2.7	3.1
CCOC(=O)CCSc1nc2c(c(C(F)(F)F)c1C#N)CCC2	-13.8	-43.5

Compounds shown so far containing a CF3 group (5):
SMILES	RmlC RmlD mix	HIV RNase H inh
NC(=O)c1ncc(C(F)(F)F)cc1Oc1cccc(C(F)(F)F)c1	-8.4	·
CCOC(=O)NC(Nc1sc2c(c1C(N)=O)CCCC2)(C(=O)OCC)C(F)(F)F (stereo not given)	-2.2	30.6
CCCCn1c(SCC(=O)Nc2ccccc2C(F)(F)F)nc2ccsc2c1=O	-5.8	·
COc1ccc(-c2cc(C(F)(F)F)nc(SCCC(=O)Nc3cc(C)on3)n2)cc1	3.4	1.5
CCOC(=O)CCSc1nc2c(c(C(F)(F)F)c1C#N)CCC2	-13.8	-43.5

(cont.)
SMILES	RmlC RmlD mix	HIV RNase H inh
O=C1C2C3C=CC(CC3)C2C(=O)N1c1ccc2c(c1)OCO2 (stereo not given)	24.7	·
NC(=O)c1c(N)sc2c1CCCC2	-6.5	35.4
CCNC(=S)N1CCN(C(=O)c2ccco2)CC1	-5.7	·
CC(Sc1nc(N2CCOCC2)nc(N2CCOCC2)n1)C(=O)Nc1ccccc1 (stereo not given)	1.2	-0.6
Cc1ccc(-c2cc3nn(-c4ccccc4)c(N)c3c(=O)o2)cc1	-22.1	·
O=C(Nc1ccc(N2CCCCC2)cc1)c1ccc(F)cc1	3.3	37.8
CCOc1ccc(C(=O)NCC(C)C)cc1	6.7	·
O=C(NCc1ccc2c(c1)OCO2)c1ccncc1	-8.8	-15.3
CCC1(c2cccc(Cl)c2)NC(=O)N(Cc2cc(C(=O)OC)c(C)o2)C1=O (stereo not given)	-9.7	-29.9
COc1cc2[nH]c3c(=O)n(CCN(C(C)C)C(C)C)cnc3c2cc1OC	16.5	-3.6
CCC(Sc1nc(C)cc(=O)[nH]1)C(=O)Nc1nnc(C)s1 (stereo not given)	-11.5	-6.0
CC(=O)c1cccc(NC(=O)C2CCN(S(=O)(=O)c3ccc(F)cc3)CC2)c1	-4.5	3.6

Quoted at random: 5 records from the list.
SMILES	RmlC RmlD mix	HIV RNase H inh
COc1cc2[nH]c3c(=O)n(CCN(C(C)C)C(C)C)cnc3c2cc1OC	16.5	-3.6
Cc1ccc(-c2cc3nn(-c4ccccc4)c(N)c3c(=O)o2)cc1	-22.1	·
CCNC(=S)N1CCN(C(=O)c2ccco2)CC1	-5.7	·
CCOc1ccc(C(=O)NCC(C)C)cc1	6.7	·
O=C(NCc1ccc2c(c1)OCO2)c1ccncc1	-8.8	-15.3

(continued)
SMILES	RmlC RmlD mix	HIV RNase H inh
Oc1ccc(CNc2ccccc2F)c2cccnc12	5.4	23.1
COCCCNS(=O)(=O)c1ccc(S(=O)(=O)N2CCCC2)cc1	5.9	·
COc1ccc(C2=[N+]([O-])C(C)(C)N(O)C2(C)C)cc1	-16.2	-6.8
O=C(NCCCCc1ccccc1)C1CC(c2ccc(C(F)(F)F)cc2)=NO1 (stereo not given)	-9.4	·
CC(C)(C)NC(=O)CN(C(=O)Cn1nnc(-c2ccccc2F)n1)c1cccc2c1CCCC2	0.7	·
Cc1cc(C)c(C)c(S(=O)(=O)NCc2cccnc2)c1C	-6.2	-28.5
Cc1cc2oc(=O)cc(Cn3ccnc3)c2cc1C	-4.0	-1.3
COc1ccc(CC(=O)NC(C)c2nnc(SCc3nc4ccccc4c(=O)[nH]3)n2C)cc1 (stereo not given)	6.6	3.4
S=c1[nH]nc(C2COc3ccccc3O2)o1 (stereo not given)	5.0	21.1
O=S(=O)(c1ccc2c(c1)OCCO2)N1CCC(c2nc3ccc(Cl)cc3[nH]2)CC1	-1.6	31.8
Cc1[nH]n(-c2ccccc2)c(=O)c1C=Nc1cnc2ccccc2c1	43.9*	·
CC1(C)Cc2c(ccc3ccccc23)C(c2cc3ccccc3oc2=O)=N1	-6.1	·
Cc1ccc2cc(CN(C(=O)c3cccnc3)C(C)C)c(=O)[nH]c2c1	-3.0	15.1
CC(C)Oc1ccccc1C1CC(=O)Nc2cc3c(cc21)OCO3 (stereo not given)	5.9	-14.0
CC12C(=O)N(c3nccs3)C(=O)C1C1C=CC2C1 (stereo not given)	12.7	-2.6
CC(C)(C)n1ncc2c(=O)n(CC(=O)NCc3ccc(F)cc3)cnc21	-7.1	1.9
O=C(NC1CC2CCCC(C1)N2CC(=O)N1CCCc2ccccc21)C1CCCCC1 (stereo not given)	7.5	-16.5
CCCc1cc(-n2ccnc2C)n2c(nc3ccccc32)c1C#N	·	-7.6
O=C(Nc1ccc2c(c1)OCO2)C1CC(c2ccc(Cl)cc2)=NO1 (stereo not given)	-12.6	·
NC(=O)C[n+]1cccc2ccccc21	8.5	·
O=C(COC(=O)c1ccc(Br)o1)Nc1nc2ccccc2s1	66.0	4.7
COc1ccc(C(C)=O)cc1COC(=O)c1ccc2c(c1)OCO2	-3.8	-24.5
COc1ccc(-n2c(=O)c3ccccc3n(CC(=O)NC3CCCCC3)c2=O)cc1	-11.0	·
C[C@@H]1CC[C@H]2C(=O)N3[C@@H](CC[C@@H](C)[C@@H]3c3ccc(Br)cc3)C(=O)N2[C@H]1c1ccc(Br)cc1	5.7	·
O=C(CN1CCCN(Cc2ccc(F)cc2Cl)C1=O)NCc1ccccc1	0.9	-22.4
Cc1cccc(OCc2nnc(SCC(=O)Nc3cc(C)on3)n2C)c1	-9.5	0.2
Cc1nn(Cc2ccc(Cl)cc2)c(C)c1NC(=O)c1c(-c2ccccc2)noc1C	-6.8	·
Cc1ccc(C(=O)Nc2cc(=O)n(C)c(=O)n2C)o1	11.3	·
CCOC(=O)c1ccc(NC(=O)CCC(=O)OC)cc1	-12.8	24.3
O=c1cc(CO)oc(C(Nc2ccccn2)c2ccc(F)cc2)c1O (stereo not given)	-9.3	·
Cc1ccc(S(=O)(=O)N2CCOCC2)cc1C(=O)O	6.1	-6.5
CSc1nsc(SCC(=O)N2CCN(c3ccccc3)CC2)n1	-0.3	-8.5
Cc1cccc(OCc2nc3ccccc3c(=O)n2N)c1	3.5	·
Cc1ccccc1NC(=O)CCN1C(=O)CSC1=O	8.4	·
CCOC(=O)c1c(C)[nH]c(C(=O)OCC(=O)Nc2cc(Cl)ccc2OC)c1C	-88.7	·
COc1cccc(C2C(C(=O)OCc3ccccc3)=C(C)Nc3ncnn32)c1OC (stereo not given)	-5.5	-14.9
CCOc1ccc(OCCOCCN2CCc3ccccc3C2)cc1	10.1	·
C=COCCNC(=O)Nc1ccc(Cl)cc1Cl	8.6	-1.9
Cn1c(=O)n(CC#N)c2ccccc21	7.8	·
COc1ccc(C2CC(c3ccc(OC)cc3)n3nc(NC(=O)c4ccco4)nc3N2)cc1 (stereo not given)	-14.9	23.8
O=C(Nc1ccccc1C(=O)OC1CCOC1=O)c1ccco1 (stereo not given)	1.3	-7.9
COc1ccc(CNc2cccc(F)c2)cc1Br	-5.1	·
Cc1csc(NC(=O)c2ccccc2O)n1	-24.9	-4.0
C[C@@H]1C=C(C(=O)N2CCN(Cc3ccccc3)CC2)O[C@H](OCc2ccc(CO)cc2)C1	5.9	·
Cc1cccc(C)c1N1CCN(c2ccc3nnc(C(F)(F)F)n3n2)CC1	-9.6	·
CC1CCCCN1CC(=O)NCc1ccc2c(c1)OCO2 (stereo not given)	15.6	0.8
O=C(NCCN1CCOCC1)Nc1ccc(Cl)cc1Cl	10.1	-4.7
Cc1ccc(NC(=O)C2C3/C=C\CCCCC32)cc1C (stereo not given)	21.3	·
CCOc1ccc(NC(=O)Cn2nnc(-c3ccccc3NC(=O)C3CC3)n2)cc1	-14.3	17.0
CSc1ccc(Cl)c(C(=O)NCCOc2cc(C)ccc2C(C)C)c1	8.1	·
CCCOc1ccccc1C1NC(=O)NC(C)=C1C(=O)OCCOC(C)C (stereo not given)	-2.7	-14.9
COC(=O)c1nn(-c2ccccc2)nc1-c1nn(-c2ccccc2)nc1C(=O)OC	11.2	·
CN1CCN(c2nc(-c3ccc(Br)cc3)nnc2-c2ccccc2)CC1	14.2	·
C/C(=N\O)C1(C)N(O)C(C)(C)C(c2ccc(F)cc2)=[N+]1[O-] (stereo not given)	2.9	·
COC(=O)C(CC(C)C)NC(=O)c1ccc([N+](=O)[O-])cc1 (stereo not given)	-9.8	·
O=C(CSc1nnc(-c2cccs2)n1Cc1ccccc1)N1CCc2ccccc2C1	1.8	·
Cc1ccc(-n2[nH]c(C)c(/C=N/c3ccccn3)c2=O)cc1	0.1	5.3
O=C(NCC(c1cccnc1)N1CCN(c2ccccc2F)CC1)OCc1ccccc1 (stereo not given)	-14.4	2.6
CN(C)c1ccc(NC(=O)CN2CCC(C(=O)c3ccc(F)cc3)CC2)cc1	21.3	10.5
Cc1ccc(S(=O)(=O)N2CCN(C(=O)CN3CCc4ccccc4C3)CC2)cc1	6.0	-5.5
New compounds follow
SMILES	RmlC RmlD mix	HIV RNase H inh
O=C(CSc1nc2ccccc2c(=O)n1NC(=O)Cc1ccccc1)NCCc1ccccc1	7.3	·
O=C(COC(=O)/C=C/c1cnc2ccccc2n1)NCC(F)(F)F	10.4	·
Cc1cc(C)nc(SCc2nnc(SCC(N)=O)n2Cc2ccco2)n1	-11.8	·
CCc1cccc(CC)c1NC(=O)c1cccc(NC(=O)c2ccccc2)c1	-12.1	·
O=C(CSc1nnc(Cc2cc(=O)[nH]c(=O)[nH]2)n1-c1ccccc1)N1CCCC1	13.4	-16.9
O=C(c1ccco1)N1CCN(S(=O)(=O)c2ccc3c(c2)CCN3C(=O)C2CC2)CC1	1.5	-3.2
